Assay outcomes: PubChem, several laboratories
HUVEC tox IL1B: HUVEC cytotoxicity counter-screen, IL-1B stimulated; HUVEC cell count loss, Hoechst imaging; actives 0.41% (n = 94,000); cell count reduction, % at 2 µM; AID 845;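 active = cell count reduction more than 3 SD above the screen-wide mean, cut at about 70% in these data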;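 note: normalized per plate to untreated control cells as the no-loss baseline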
Smad3 inh: blocks human Smad3 binding to FoxH1 peptide; P84022; TR-FRET Smad3/Dy647-FoxH1 peptide binding, europium anti-His; inhibition, % at 25 µM; actives 0.29% (n = 88,000); AID 630;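 active = compounds that reduce the energy-transfer binding signal between the protein and its labelled peptide by more than half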;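 note: 0% = Smad3 plus labelled peptide maximal FRET and 100% = peptide-only background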
Target sequence (P84022 whole entry, looked up): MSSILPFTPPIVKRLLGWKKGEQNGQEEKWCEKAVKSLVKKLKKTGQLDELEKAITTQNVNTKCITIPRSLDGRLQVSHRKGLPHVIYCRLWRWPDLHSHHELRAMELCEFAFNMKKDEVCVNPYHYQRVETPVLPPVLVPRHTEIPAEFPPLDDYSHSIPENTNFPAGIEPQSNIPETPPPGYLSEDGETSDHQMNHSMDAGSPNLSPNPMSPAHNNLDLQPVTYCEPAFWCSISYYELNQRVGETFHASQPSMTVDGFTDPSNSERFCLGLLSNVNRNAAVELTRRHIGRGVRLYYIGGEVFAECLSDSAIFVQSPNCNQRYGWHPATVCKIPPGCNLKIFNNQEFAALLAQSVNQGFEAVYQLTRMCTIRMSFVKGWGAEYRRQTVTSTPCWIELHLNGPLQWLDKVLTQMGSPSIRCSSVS
Candida biofilm: kills Candida albicans biofilms. C. albicans biofilm + clotrimazole, Alamar Blue. inhibition, % at 6 µM. actives 0.14% (n = 85,000). AID 834;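 active = inhibition above 20%; inactive = inhibition below 20%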;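 note: preformed 24 hr biofilms exposed to compound for 48 hr; 0% = biofilm without compound and 100% = blank killed by clotrimazole plus chlorhexidine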
TNFa cytotox: HUVEC cytotoxicity counter-screen, TNF alpha stimulated | HUVEC TNFalpha-stimulated, Hoechst cell count, imaging | cell count reduction, % at 2 µM | actives 0.17% (n = 93,000);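 active = cell count reduction exceeding the screen mean by over 5 SD, scaled to untreated wells per plate, cut at about 78% in these data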;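 note: cells counted after 24 h of TNF alpha exposure following the 1 h pretreatment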
VCAM1 TNFa inh: reduces TNF alpha induced VCAM1 expression in HUVEC; HUVEC TNFa-induced VCAM-1 immunofluorescence, high-content imaging; inhibition, % at 2 µM; actives 0.48% (n = 95,000);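 active = inhibition above the batch mean plus 3 SD, with images confirmed as a hit by eye, cut at about 37% in these data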;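 note: 0% = TNF-stimulated DMSO wells and 100% = unstimulated control wells; not every result past the cut was called active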
MT1-MMP txn act: MT1-MMP promoter transcription activation; AID 750; activation factor at 10 µM; actives 0.16% (n = 86,000); HT1080 MT1-MMP promoter luciferase reporter, luminescence, overnight; active compounds read high;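 active = activation factor of at least 2 for MT1-MMP transcription at 10 µM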
hDAT+cocaine: modulates human dopamine transporter uptake under cocaine | Q01959 | actives 1.3% (n = 110,000) | LLC-PK1 hDAT cells, [14C]-dopamine uptake with cocaine IC80; actives deviate in either direction | AID 449768 | B-score at 10 µM;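 active = Z score or B-score, a plate-position-corrected score, falls beyond the plate's 99.7% confidence bounds, in either direction; inactive = both scores lie inside the 99.7% bounds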;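 note: scored against the spread of the other compound wells on the same plate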
Target sequence (Q01959 whole entry, looked up): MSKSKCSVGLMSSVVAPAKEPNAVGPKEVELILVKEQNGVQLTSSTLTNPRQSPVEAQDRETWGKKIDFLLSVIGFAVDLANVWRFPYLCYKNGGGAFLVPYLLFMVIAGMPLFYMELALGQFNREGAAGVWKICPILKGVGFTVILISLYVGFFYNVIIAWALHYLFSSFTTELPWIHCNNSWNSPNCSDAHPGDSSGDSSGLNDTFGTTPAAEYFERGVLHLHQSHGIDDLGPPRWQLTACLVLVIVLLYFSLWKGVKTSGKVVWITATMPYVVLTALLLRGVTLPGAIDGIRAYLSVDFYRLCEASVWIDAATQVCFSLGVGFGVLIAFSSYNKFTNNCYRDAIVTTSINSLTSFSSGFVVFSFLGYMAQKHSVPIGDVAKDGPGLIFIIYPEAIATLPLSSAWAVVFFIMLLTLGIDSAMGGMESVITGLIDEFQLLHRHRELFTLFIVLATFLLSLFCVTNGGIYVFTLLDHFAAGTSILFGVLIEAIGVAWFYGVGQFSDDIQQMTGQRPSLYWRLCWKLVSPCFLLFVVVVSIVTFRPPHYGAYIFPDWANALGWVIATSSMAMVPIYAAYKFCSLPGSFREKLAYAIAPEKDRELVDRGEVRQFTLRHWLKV
cytoskel mod: cytoskeleton assembly modification; HUVEC TNFa F-actin phalloidin imaging, high content; inhibition, % at 2 µM; actives 0.18% (n = 91,000); AID 836;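 active = inhibition above the batch mean plus 3 SD and confirmed as a hit by visual image inspection, cut at about 30% in these data, passing the limit was not always enough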; note: strong numbers were not always called active
LYP inh 2: inhibitors of human LYP (PTPN22) phosphatase; recombinant LYP catalytic domain, DiFMUP fluorescence; inhibition, % at 2 µM; actives 0.21% (n = 96,000); AID 640;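 active = inhibition at 2 µM at or above a set limit, the screen mean plus 3 SD, cut at about 24% in these data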;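 note: 0% = DMSO with enzyme and 100% = enzyme fully blocked by orthovanadate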
The depositor's hits bear a star; · = no result given; [ ] = dose if it differs, or a comment. An excerpt. The share of hits here may be higher or lower than overall.

Below each compound – HUVEC tox IL1B	Smad3 inh	Candida biofilm	TNFa cytotox	VCAM1 TNFa inh	MT1-MMP txn act	hDAT+cocaine	cytoskel mod	LYP inh 2
1. O=C(CN1CCN(CCO)CC1)Nc1ccc(Cl)cc1C(=O)c1ccccc1
    -19	7	3	-26	9	1.2	-0.019	10	-5
2. CCCCn1c(O)c(C(C)=Nc2c(C)n(C)n(-c3ccccc3)c2=O)c(=O)[nH]c1=O
    -14	6	3	-11	-5	1.2	0.48	0	4
3. CC1(O)C[C@]2(C)N(O)C3CCCC[C@@H]3N2O1 (stereo partly specified)
    -63	3	6	35	-5	1.2	-0.72	-31	1
4. Cc1nnc2ccc(N3CCN(C)CC3)nn12
    -18	5	5	-30	24	1.1	-0.25	-4	-3
5. Cc1cc(C)nc(NC2=NCCS2)n1
    2	-15	-3	-2	2	1	-0.29	-4	7
6. NC(=O)CN1C2CCC1CC(NC(=O)C1CC1)C2 (stereo unspecified)
    16	8	6	59	29	1.2	-0.68	-33	14
7. O=C(Cc1ccccc1)N1CCN(Cc2cccnc2)CC1
    2	·	·	-21	-1	·	-0.081	10	0
8. COc1ccc(CC2C(=O)NC(=O)N(c3ccccc3)C2=O)c(OC)c1 (stereo unspecified)
    -24	-4	6	-19	7	1	-0.21	15	-6
9. CCSc1nnc([C@@H](N)Cc2ccccc2)o1
    -11	-8	3	-10	0	1	-0.63	6	-5
10. COC(=O)C(O)(c1ccc(N(C)C(=O)OC(C)C)cc1)C(F)(F)F (stereo unspecified)
    -6	1	0	2	0	1.1	-0.36	9	7
11. O=C(CCN1C(=O)COc2ccccc21)N1CCC2(CC1)OCCO2
    -4	11	6	-17	-1	1	0.31	-11	7
12. CCCC(C)n1[nH]c(=O)c2c1NC(=O)CSC2c1ccc(OC)cc1 (stereo unspecified)
    4	-11	-6	-5	8	1.1	0.73	5	-4
13. CC(C)CC12CN3CCN(CC(C3)/C1=N/O)C2
    -27	4	-1	-23	22	1.3	-0.8	13	-3
14. COCCn1cc(C(=O)N2CCC3(CC2)OCCO3)c2c3ccccc3n(C)c2c1=O
    6	-7	5	-3	22	1.2	-0.4	-26	-13
15. CCCCn1c(O)c(C=NCCN2CCCCC2)c(=O)[nH]c1=O
    7	-2	4	-10	9	1.1	0.21	19	3
16. COCCCn1c(N)c(C(=O)NCCC(C)C)c2nc3ccccc3nc21
    3	16	10	-16	-2	1	3*	2	-4
17. Cc1ccc2c(c1)CC1(CN2C)C(=O)NC(=O)N(c2ccccc2C)C1=O (stereo unspecified)
    0	4	8	-28	3	1.1	-0.39	6	-5
18. CCOC(=O)c1c(NC(=O)C(c2ccccc2)c2ccccc2)sc2c1C1CCN2CC1
    5	-16	7	5	6	1.1	0.89	1	-8
19. Cc1ccc(N(C)C(=O)Oc2ccc(C(=O)c3ccc(Cl)cc3)cc2)cc1
    -13	·	·	5	-12	·	-0.5	-16	6
20. CCc1c(C)nc(N)nc1N1N=C1SCC(N)=O
    5	1	-1	·	12	1.3	0.12	19	5

The listing continues:
Below each compound – HUVEC tox IL1B	Smad3 inh	Candida biofilm	TNFa cytotox	VCAM1 TNFa inh	MT1-MMP txn act	hDAT+cocaine	cytoskel mod	LYP inh 2
21. CC(=O)Nc1cc([As](=O)(O)O)ccc1O
    ·	1	7	·	·	1	-0.99	·	·
22. CCN(CC)CCNCC(=O)Nc1ccc(Cl)cc1C(=O)c1ccccc1
    -9	·	·	-15	0	·	0.63	7	-1
23. O=C1NC(=S)N(c2ccc(Cl)cc2)C(=O)/C1=C/N1CCN(C(=O)c2ccco2)CC1
    ·	·	·	-11	1	·	0.071	20	4
24. O=C(O)C1CN2CCC1CC2 (stereo unspecified)
    -5	9	4	-18	-7	1.2	-0.046	·	6
25. C=CCn1c(O)c(C(CC)=Nc2cc(OC)ccc2OC)c(=O)[nH]c1=O
    13	-1	-3	-16	23	1.2	-0.33	18	4
26. COc1ccc(N2C(=O)NC(=O)C(CCc3ccncc3)(CCc3ccncc3)C2=O)cc1
    -25	-1	3	-21	30	1.4	1.1	3	-8
27. CCC(=NCc1ccco1)c1c(O)n(-c2ccc(OC)cc2)c(=O)[nH]c1=O
    -11	6	3	-33	5	1.1	-0.49	2	-2
28. O=C1CN=C(c2ccc(Br)cc2)c2oc3ccccc3c2N1
    -3	·	·	7	1	·	-0.17	-3	-15
29. O=C(NC[P+](=O)O)OCc1ccccc1
    -7	-2	3	1	-4	1	-1.2	46	-5
30. CCCCCCn1c(O)c(C(C)=NC)c(=O)[nH]c1=O
    26	2	1	-16	-5	1.5	0.61	4	10
31. CCN1CCN(c2ccc(NC(=O)C(C)C)cc2Cl)CC1
    -7	2	6	10	18	1.1	-1.1	-4	-13
32. Cc1cc(OCc2nn[nH]n2)c2c3c(c(=O)oc2c1)CCC3
    -23	-5	4	-8	-1	1.1	-1.5	6	6
33. O=C1NC(=O)C2(Cc3ccccc3N3CCCC32)C(=O)N1c1ccccc1 (stereo unspecified)
    ·	7	2	·	·	1.3	1.4	·	·
34. O=C(Cc1ccccc1)N1CCN(Cc2ccccn2)CC1
    8	8[fluorescence artefact?]	4	-14	-9	1	0.43	-6	6
35. C=CCC1(CN2CCCCCC2=O)C(=O)NC(=O)NC1=O
    -8	3[fluorescence artefact?]	10	-19	-66	1.1	-0.19	-21	5
36. CCOc1ccc(-n2c(O)c(C=NCCN3CCNCC3)c(=O)[nH]c2=O)cc1
    -1	-8	-1	-3	-18	1.1	-0.43	9	-1
37. Cc1cc(OCC(=O)OC(C)(C)C)c2c3c(c(=O)oc2c1)CCC3
    ·	0	3	·	·	1.1	-0.14	·	·
38. CN1CCN(c2ccc(NC(=O)Oc3ccccc3)cc2)CC1
    13	9	1	-2	-12	1.3	-0.24	·	7
39. O=C(Cn1ncc2ccsc2c1=O)N1CCC2(CC1)OCCO2
    -10	-3	1	-31	-1	1.2	-0.16	3	1
40. CC(=O)Nc1cc(C(=O)N2CCC3(CC2)OCCO3)ccc1S(=O)(=O)c1ccc(C)cc1
    25	-1	10	5	-20	1.2	0.12	19	2

Continued.
Below each compound – HUVEC tox IL1B	Smad3 inh	Candida biofilm	TNFa cytotox	VCAM1 TNFa inh	MT1-MMP txn act	hDAT+cocaine	cytoskel mod	LYP inh 2
41. Cc1ccc(CN2CCN(C)CC2)c(C)c1
    ·	-1	0	·	·	1.1	0.0096	·	·
42. CCOC(C(=O)OCCCN(CC)CC)(c1ccccc1)c1ccccc1
    -37	24[fluorescence artefact?]	5	-2	16	1.1	-0.05	-14	0
43. C=CCC1(CN2CCCC2=O)C(=O)NC(=O)NC1=O
    3	-17	8	-9	16	1.1	0.9	1	-6
44. CCOc1ccc(-n2c(O)c(C=Nc3ccc(N(CC)CC)cc3)c(=O)[nH]c2=O)cc1
    -15	-2	5	17	19	1	-0.33	-3	12
45. CC(C)Oc1ccc(Cc2c(O)[nH]c(=O)[nH]c2=O)cc1
    6	13	8	-26	-3	1	-0.2	0	-10
46. COc1cccc(NC(=O)CN2CC(c3ccccc3)CC2=O)c1 (stereo unspecified)
    -12	-9	7	-27	2	·	0.62	-3	3
47. CCN1CCN(Cc2ccc(OC(F)(F)F)cc2)CC1
    -72	1	6	6	-11	1.2	-0.71	-10	0
48. Cc1oc2ccc(OC(=O)N(C)C)cc2c1C(=O)OC(C)C
    -24	-13	0	-15	1	1.2	-0.64	-1	15
49. CCN1CCN(C(=O)COc2ccc(S(=O)(=O)NC(C)C)cc2)CC1
    -31	8	5	-37	3	1.3	0.55	-7	-6
50. NS(=O)(=O)c1ccc(N=Cc2c(O)n(C3CCCCC3)c(=O)n(C3CCCCC3)c2=O)cc1
    ·	5	3	59	10	1.1	-0.039	-14	-7
51. CCOC(=O)c1c(N)n(Cc2ccccc2)c2nc3ccccc3nc12
    -13	-2	-1	-21	2	1.1	-0.25	14	-9
52. Cc1cccc(OC(=O)N2CCOCC2)c1
    ·	3	9	·	·	1.1	-1.7	·	·
53. O=C1NC(=O)C2(Cc3ccccc3N3CCCC32)C(=O)N1 (stereo unspecified)
    -7	18[fluorescence artefact?]	2	-1	0	1.1	-0.51	-4	-1
54. CCCCCn1c(=O)c(C(=O)NCc2ccncc2)c(O)c2ccccc21
    ·	8[fluorescence artefact?]	8	·	·	1.1	-0.13	·	19
55. Cn1cc(CCC(=O)N2CCC3(CC2)OCCO3)c2ccccc21
    2	4	7	2	8	1	-0.86	0	4
56. CN(C)C1=NP(N(C)C)(N(C)C)=NC(c2ccccc2)=N1
    -20	4	5	-18	7	1.1	-0.8	-10	-14
57. COc1ccc(C2SCC(=O)Nc3c2c(C)nn3C2CCOC(C)(C)C2)cc1OC (stereo unspecified)
    21	-4	-3	16	-12	·	-0.094	-17	4
58. O=C1CC(c2ccccc2)CC(O)=C1C=NCCN1CCN(C(=O)Cc2ccccc2)CC1 (stereo unspecified)
    -3	-4	6	3	24	1	0.86	-30	-10
59. O=C1/C(=C/c2cc([N+](=O)[O-])ccc2Cl)N2CCC1CC2
    18	·	·	69	30	·	0.036	·	5
60. COc1ccc(C(CC(=O)N2CCC3(CC2)OCCO3)NS(=O)(=O)c2ccc(F)cc2)cc1 (stereo unspecified)
    ·	·	·	-11	16	1.1	-0.42	9	0

Next section
Below each compound – HUVEC tox IL1B	Smad3 inh	Candida biofilm	TNFa cytotox	VCAM1 TNFa inh	MT1-MMP txn act	hDAT+cocaine	cytoskel mod	LYP inh 2
61. CC(=O)Nc1ccccc1OP1(=O)COc2ccccc2OC1
    -16	-6	4	-20	3	1.2	-0.27	-21	1
62. CCCCn1c(O)c(C=NC2CC3CCC2(C)C3(C)C)c(=O)[nH]c1=O (stereo unspecified)
    -68	1	3	-22	-17	1.1	-0.19	12	9
63. CCCCn1c(O)c(C(C)=NC(C)c2ccccc2)c(=O)[nH]c1=O (stereo unspecified)
    -55	6	11	-32	-30	1	0.021	4	10
64. CN1CCC(N2CC3CC(C2)c2cccc(=O)n2C3)CC1 (stereo unspecified)
    ·	12[fluorescence artefact?]	3	·	·	1	-1.1	·	·
65. CN(C)c1cc(N)c2c(n1)CCC2 (tested in a mixture with another compound)
    -11	-4	10	·	-24	1	-0.1	0	-13
66. CCN(CC)CCCOC(=O)C(OC(C)C)(c1ccccc1)c1ccccc1
    11	-7	4	-9	6	1.3	-0.34	1	-30
67. C(=NC12CN3CN(CN(C3)C1)C2)c1cccnc1
    -6	-4	10	2	3	1.3	-0.44	-11	-7
68. O=C(O)CCCc1ccc(N(CCCl)CCCl)cc1
    ·	0	4	·	·	1	-0.34	·	·
69. CCC(=O)N1CC(=O)Nc2ccc(F)cc2C1c1ccccc1 (stereo unspecified)
    3	-2	11	32	-14	1.2	-0.55	-15	-12
70. C=CCn1c(O)c(C(CC)=NC2CC2)c(=O)[nH]c1=O
    -37	17	7	-17	14	1	0.38	19	4
71. CC1CN=C(NCc2ccncc2)S1 (stereo unspecified)
    11	-1	2	-6	-12	1.2	-0.045	-5	2
72. CCCCc1nc2ccccc2c(=O)n1-c1ccc(Cl)cc1[N+](=O)[O-]
    21	·	·	·	-10	·	-1	19	3
73. O=C(c1cc(=O)[nH]c2ccc(Br)cc12)N1CCC2(CC1)OCCO2
    -118	3	4	-12	18	1.3	0.48	8	10
74. CC(=O)c1c(C)n(CCCOC(C)C)c2ccc(O)cc12
    -6	3	5	6	-20	1.2	-0.35	-1	-4
75. CN(C)C1=NC(N(C)C)=NP(N(C)C)(N(C)C)=N1
    -28	-1	5	-9	5	1.1	-0.011	11	2
76. O=C1Nc2ccccc2/C1=C/c1cnc[nH]1
    -37	·	·	-2	-1	·	-0.42	-25	7
77. CC1CN=C(Nc2cccc3ccccc23)S1 (stereo unspecified)
    -1	-2	13	-27	0	1.3	3	-14	-15
78. O=C(COc1ccccc1)N1CCN(C/C=C/c2ccccc2)CC1
    -13	-4	7	5	-23	1	1.3	0	12
79. COc1ccccc1CN1CCN(C(=O)COc2cccc(C)c2)CC1
    -26	8[fluorescence artefact?]	3	-12	13	1.3	-0.26	-2	-8
